# Rab9 prom act = qHTS Assay for Rab9 Promoter Activators; Huh7 Rab9 promoter-luciferase reporter, luminescence, 24 h; Potency, µM (titrated, usually from 9.22 µM), inactives show at the highest dose activation, negative = inhibition, actives largely listed as activators; 2.8% of 320,000 active; AID 485297, 2010; note: % of control where 0% means no effect; nearly all actives have a fitted effect of over 60% in size
#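 Cells were plated at 1500 per well in reduced-serum medium with 10% FBS and left 2 h. Compound in DMSO was then added for 24 h at 37 °C. Reporter signal was read by luminescence after 10 min with luciferase detection reagent.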
# ELG1 genotoxic = qHTS screen for small molecules that induce genotoxicity in human embryonic kidney (HEK293T) cells expressing luciferase-tagged ELG1. HEK293T ELG1-luciferase reporter, luminescence, 16 h. Potency, µM (highest dose often 46 µM), without a hit: top-dose activity change, positive = activation, usual class: activators. 1.3% of 330,000 active. AID 504466, 2011; note: % of control where 0% means no effect; nearly all actives have a fitted effect of over 60% in size
#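 After overnight (16 hr) compound treatment at 37 °C, ELG1-luciferase HEK293T cells were lysed with ONE-Glo; luminescence quantified 30 min later at room temperature.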
# RORg inh = qHTS for inhibitors of ROR gamma transcriptional activity; Potency, µM (top dose mostly 53.6 µM), without a hit: at the top dose activity change, negative = inhibition, hits mostly inhibitors; 5.4% of 310,000 active; Nuclear receptor ROR-gamma (Mus musculus), P51450; Drosophila S2 Gal4-RORgamma UAS-luciferase reporter, 20 h; note: % is set by controls: 0 for no effect and ±100 for the full control effect; nearly all actives have a fitted effect of over 60% in size
#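 Stably transfected Drosophila Schneider cells are the test system, with ROR gamma fused to Gal4 and luciferase under UAS control; luminescence is read after 20 hr of 700 uM copper sulfate induction at ambient temperature.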
# Gal4-VP16 FLuc = VP16 counterscreen qHTS for inhibitors of ROR gamma transcriptional activity | 3.5% of 310,000 active | Drosophila S2 Gal4-VP16 UAS-luciferase, luminescence, 20 h | Potency, µM (top dose mostly 53.6 µM), inactives show at the top dose activity, negative = inhibition, actives largely listed as inhibitors;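 note: Gal4-VP16 expression switched on by copper sulfate through the metallothionein promoter; % is set by controls: 0 for no effect and ±100 for the full control effect; nearly all actives have a fitted effect of over 50% in size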
# NPC1 prom act = qHTS Assay for NPC1 Promoter Activators; Huh7 NPC1 promoter luciferase reporter, 24 h; Potency, µM (titrated, usually from 9.22 µM), without a hit: at the top dose activation, most hits filed as activators; 2.4% of 320,000 active; AID 485313, 2010;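 note: % of control where 0% means no effect; nearly all actives have a fitted effect of over 60% in size; reporter is driven by a mutant NPC1 promoter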
#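 Stably transfected Huh7 (NPC1 promoter→luciferase), 1500 cells/well in Opti-MEM + 10% FBS, 2 h settle, then compound 24 h at 37 °C. Luminescence after 10 min with Amplite reagent.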
# BRCA1 expr up = qHTS Assay to Identify Small Molecule Activators of BRCA1 Expression; 1.1% of 380,000 active; AID 624202, 2012; Potency, µM (highest dose often 46.1 µM), for inactives: at the top dose activation, hits mostly activators; MCF7-BRCA1-FFLuc reporter, luminescence, 48 h; response scale: scaled: vehicle 0%, 10 µM genistein 100%; note: nearly all actives have a fitted effect of over 80% in size; some results filed as inactive show a strong effect at the top dose
#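 MCF7-BRCA1-FFLuc, 2000 cells/well; 2 h attach, 37 °C/5% CO2; compound 48 h; luciferase substrate 15 min; luminescence end-point. Norm. to genistein 10 microM max activation and DMSO; concentration-response curves fitted.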
# uPA generation = qHTS for Inhibitors of Cell Surface uPA Generation | cell surface uPA generation assay, qHTS | Potency, µM (doses to about 38.3 µM), inactives show top-dose activity change, negative = inhibition, most hits filed as inhibitors | 0.31% of 330,000 active | AID 540303, 2011; active = well fitted inhibition curve with a large enough effect; inconclusive = small, poorly fitted or top-dose-only effect; inactive = no such curve, though single readings can be large or run the other way; tested in mouse RAW 264.7 cells; note: % is set by controls: 0 for no effect and ±100 for the full control effect; nearly all actives have a fitted effect of over 55% in size
# p53 reactivator = qHTS assay for re-activators of p53 using a Luc reporter; H1299 p53-A138V BP100-luciferase reporter, luminescence, 24 h; Potency, µM (titrated, usually from 92.2 µM), without a hit: top-dose activity change, positive = activation, actives largely listed as activators; 0.063% of 320,000 active; AID 504706, 2011; note: % of control where 0% means no effect; nearly all actives have a fitted effect of over 45% in size
#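 p53-null H1299 cells stably carrying temperature-sensitive p53-A138V and a BP100-luciferase reporter were pinned with compounds (4-point, 1:5 series) and held 24 hrs at 37 deg C. Luminescence was read 10 min after detection reagent.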
# MBNL1-CUG inh = qHTS Assay for Inhibitors of MBNL1-poly(CUG) RNA binding; Potency, µM (series often up to 57.5 µM), without a hit: at the highest dose activity change, negative = inhibition, hits mostly inhibitors; AID 2675, 2010; 0.036% of 280,000 active; TR-FRET MBNL1-His/biotin-(CUG)12 binding, 665/545 ratio; active = well fitted inhibition curve with a large enough effect in the signal ratio, with a control signal flat, not every such curve was filed as active; inconclusive = small, poorly fitted or top-dose-only effect, or effect the other way, or a change in a side signal; inactive = no such curve, though single readings can be large or run the other way; the % refers to the signal ratio; note: % is set by controls: 0 for no effect and ±100 for the full control effect
# Target sequence (Q9NR56 whole entry, looked up): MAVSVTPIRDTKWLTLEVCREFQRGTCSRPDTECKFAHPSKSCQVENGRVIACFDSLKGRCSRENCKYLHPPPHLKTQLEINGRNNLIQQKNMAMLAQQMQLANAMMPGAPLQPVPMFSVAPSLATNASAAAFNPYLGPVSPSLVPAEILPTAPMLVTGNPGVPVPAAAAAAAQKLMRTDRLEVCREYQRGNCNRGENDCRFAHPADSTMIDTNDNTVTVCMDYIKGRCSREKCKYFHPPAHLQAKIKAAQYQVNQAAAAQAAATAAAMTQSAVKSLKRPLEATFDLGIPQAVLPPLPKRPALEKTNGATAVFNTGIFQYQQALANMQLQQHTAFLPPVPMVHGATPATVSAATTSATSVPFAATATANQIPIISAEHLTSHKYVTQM
#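 TR-FRET between His-tagged MBNL1 and biotin-(CUG)12 RNA, detected with Tb anti-His antibody (0.055 ng/ul) and streptavidin-XL665 (5 nM), 60 min at room temperature. Compounds titrated 92 nM to 58 uM; 665/545 nm ratio normalized to buffer and complex controls.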
# FLuc counter = qHTS profiling assay for firefly luciferase inhibitor/activator using purifed enzyme and Km concentrations of substrates (counterscreen for miR-21 project); Luciferin 4-monooxygenase (Photinus pyralis), P08659; purified FLuc, Km substrates, luminescence inhibition; Potency, µM (titrated, usually from 57.5 µM), for the others: at the top dose activity change, negative = inhibition, actives largely listed as inhibitors; 6.9% of 360,000 active; AID 588342, 2011;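 note: plate controls were vehicle for no effect and reference inhibitor for full effect; nearly all actives have a fitted effect of over 55% in size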
# Target sequence (P08659 whole entry, looked up): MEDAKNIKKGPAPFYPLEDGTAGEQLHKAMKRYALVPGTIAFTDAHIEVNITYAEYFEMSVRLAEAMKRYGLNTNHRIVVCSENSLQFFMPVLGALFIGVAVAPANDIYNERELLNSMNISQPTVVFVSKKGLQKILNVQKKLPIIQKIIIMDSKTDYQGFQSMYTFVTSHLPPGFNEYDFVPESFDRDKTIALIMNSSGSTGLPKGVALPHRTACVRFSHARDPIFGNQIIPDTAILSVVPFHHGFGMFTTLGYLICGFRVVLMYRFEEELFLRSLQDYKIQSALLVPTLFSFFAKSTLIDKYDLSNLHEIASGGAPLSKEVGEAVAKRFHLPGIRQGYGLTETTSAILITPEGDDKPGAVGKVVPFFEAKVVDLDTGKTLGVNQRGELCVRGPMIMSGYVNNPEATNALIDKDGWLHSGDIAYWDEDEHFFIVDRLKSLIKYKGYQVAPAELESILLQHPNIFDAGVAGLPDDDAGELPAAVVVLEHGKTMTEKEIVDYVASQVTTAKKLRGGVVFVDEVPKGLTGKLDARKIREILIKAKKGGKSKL
#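 Purified P. pyralis luciferase, 10 nM final, with Km-level 10 uM D-luciferin and 10 uM ATP in 50 mM Tris acetate pH 7.5, 10 mM Mg acetate, 0.01% Tween-20, 0.05% BSA; 6-point qHTS titration about 60 µM downward; luminescence read.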
# * = called active by the depositor; u = inconclusive; x = no result given; & = joins results of further samples; [ ] = another dose, or the depositor's remark. Unless noted, calls come from the whole dose curve; as a rule, active = well fitted curve in the direction sought with a large enough effect; inconclusive = small, poorly fitted or top-dose-only effect, or another doubt; inactive = no such curve, though single readings can be large; an effect the other way counts as inactive or inconclusive. Potency is the fitted concentration of half-maximal effect. Rows were taken by chance; 13% or so of the library scored in one or more.
SMILES,Rab9 prom act,ELG1 genotoxic,RORg inh,Gal4-VP16 FLuc,NPC1 prom act,BRCA1 expr up,uPA generation,p53 reactivator,MBNL1-CUG inh,FLuc counter
CN1CC(c2ccc(Cl)c(Cl)c2)[C@@]2(COc3ccccc3C2=O)[C@@]12C(=O)Nc1ccccc12 (stereo partly specified),-1%,-9%,-29%,-10%,-6%,-69%,x,0%,-10%,1%
COc1cccc(NC(=O)COC(=O)c2ccc(S(=O)(=O)NCc3ccco3)cc2)c1,2%,4%,12%,-1%,2%,1%,0%,2%,-7%,-10%
COc1ccccc1N1CCN(C(=O)CSc2nnc3n2C(C)(C)Cc2ccccc2-3)CC1,-18%,-21%,1%,-4%,-6%,-61%,x,4%,5%,-1%
CCOC(=O)C1(CCOc2ccccc2)CCN(Cc2cc(OC)cc(OC)c2)CC1,-12%,0%,u,u,-6%,-22%,-4%,-1%,-3%,2%
CC(C)CNC(=O)COC(=O)c1ccccc1SCC(=O)NCC(C)C,-3%,-3%,-35%,2%,-1%,-5%,-6%,-1%,32%,-7%
CCN1CCN(Cc2ccc(NC(=O)c3cc(NC(=O)C4=NN(c5ccccc5)C(=O)C4)cc(OC)c3)cc2C(F)(F)F)CC1,-7%,3%,7%,4%,2%,7%&7%,3%,3%,-2%,u
COc1cc(C(=O)NNC(=O)NC2CCCCC2)cc(OC)c1OC,1%,1%,u,-1%,1%,-21%,2%,2%,-2%,-2%
COc1ccc(/C=C/C(=O)c2cc(Br)ccc(=O)c2O)cc1,-1%,8%,u,u,1%,-96%,-6%,-5%,32%[activator],u
COc1ccc(C)c2sc(NC(=O)c3cccc(N4C(=O)CCC4=O)c3)nc12,5%,11%,46%,-1%,2%,7%,8%,9%,-1%,6%
CCC(C)NC(=O)Cn1nc(Cc2ccncc2)c2ccccc2c1=O (stereo unspecified),-4%,0%,-15%,4%,-4%,-18%,1%,-3%,-10%,0%
O=C1C=C(c2ccc(Oc3ccccc3)cc2)C[C@@H](c2ccc(Cl)cc2)C1,-4%,0%,x,x,2%,-21%,1%,u,x,1%
COc1ccc(CN2CSC(=S)N(Cc3ccccc3)C2)cc1,0%,-3%[9.26 µM],u,10µM*,-3%,-27%,u,22%,4%,2%
Cc1nn(C)c(C)c1S(=O)(=O)N1CCc2ccccc21,1%,-1%,11%,-1%,-7%,-14%,2%,-10%,2%,0%
CCOP(=O)(O)c1ccccc1OCCOCCOc1ccccc1P(=O)(O)OCC,5%,7%,-12%,-1%,2%,-1%,10%,0%,-13%,9%
O=C(/C=C/c1ccco1)Nc1ccc(C(=O)N2CCOCC2)cc1,3%,3%,8%,5%,10%,31%,-7%,10%,u,u
CCc1ccc(-c2cn(-c3nc(C)cc(C)n3)c(=N)o2)cc1,0%,-8%,u,u,2%,-98%,-12%,7%,4%,5.4µM*
CCCCn1c(N)c(N(CCOC)C(=O)C(C)Oc2ccc(Cl)cc2)c(=O)[nH]c1=O (stereo unspecified),8%,-2%,x,x,6%,30%,1%,-6%,x,0%
COc1ccc(-c2noc(=O)n2Cc2ccccc2Cl)cc1,0%,-6%,-22%,-5%,-1%,-10%,-8%,4%,-13%,-2%
CCOC(=O)C(NC(=O)c1ccc(F)cc1)(Nc1sc2c(c1C(N)=O)CCC2)C(F)(F)F (stereo unspecified),-6%,5%,-11%,-4%,-2%,-4%,-10%,-12%,-5%,-8%
CSc1ccc(S(=O)(=O)Nc2ccc(N3CCOCC3)c(Cl)c2)cc1,-1%,-5%,27%,-24%,-3%,-58%,3%,-2%,-3%,0%
CCc1ccc(NC(=O)NC2CCCCCCC2)cc1,1.1µM*,u,33%,-4%,0.71µM*,u,-2%,u,-5%,3.8µM*
Cc1c(C(=O)N2CCCCC2C)sc2nc3n(c(=O)c12)CCC3 (stereo unspecified),-2%,0%,-5%,-2%,0%,-19%,0%,8%,-4%,3%
CCc1cc(=O)oc2c3c(cc(OCC(=O)NCc4ccncc4)c12)OC(C)(C)CC3,-4%,4%,-7%,-10%,-1%,-28%,-3%,x,6%,-16%
Nc1c(C(=O)O)sc2nc(-c3ccccc3)cc(-c3ccccc3)c12,-3%,-3%,-10%,2%,-3%,-23%,15%,0%,x,1%
CC(=O)N1CCN(S(=O)(=O)c2cccc(C(=O)OCN3C(=O)c4ccccc4C3=O)c2)CC1,1%,18%,-25%,-23%,-1%,0%,1%,2%,-3%,0%
O=C(C1Cc2ccccc2CN1S(=O)(=O)c1cccs1)N1CCCCCC1 (stereo unspecified),0%,3%,-2%,23%,-1%,-8%,-5%,7%,-14%,0%
CN1C(=O)c2ccc(NC(=S)NC(=O)C(C)(C)C)cc2C1=O,0%,1%,u,u,-1%,8%,4%,-4%,u,-8%
CC(Oc1ccc(Br)cc1)C(=O)N1CCc2ccccc21 (stereo unspecified),-1%,0%,12%,3%,-3%,-11%,1%,-16%,-16%,-17%
O=C(O/N=C(\c1ccccc1)c1ccccn1)c1ccc(Cl)c(Cl)c1,-3%,0%,u,-9%[0.365 µM],-3%,-1%,4%,-2%,-10%,2%
CCc1ccc([C@@H]2CC=C(C(=O)O)CN2S(=O)(=O)c2ccc(C)cc2)cc1,-2%,3%,x,x,-2%,6%,15%,4%,x,0%
O=C(O)c1ccccc1S(=O)CCO (stereo unspecified),1%,-4%,-4%,-2%,-2%,-31%,-2%,-1%,-3%,0%
O=C(c1cc(S(=O)(=O)N2CCCCC2)ccc1F)N1CCCCC1,2%,1%,30%,1%,-1%,6%,x,-14%,-11%,-1%
NCCCC[C@H]1CNC(=S)N1CCc1cccc(F)c1,9%,0%,-26%,-1%,0%,-9%,-6%,-4%,-6%,3%
Nc1nc2c(s1)CCc1c-2cnn1-c1ccccc1,u,-11%,34%,-16%,0.79µM*,u,18%,-37%[inhibitor],u,6.7µM*
CCOC(=O)C(C)(C)NS(=O)(=O)c1ccc(Cl)c([N+](=O)[O-])c1,-7%,0%,-25%,-10%,-1%,-22%,4%,-34%[inhibitor],u,0%
CC1NC(=O)NC1CCCCC(=O)O (stereo unspecified),12%,10%,-14%,-2%,0%,1%,2%,3%,-13%,2%
COc1ccc(NS(=O)(=O)c2ccc3c(c2)CCN3C(=O)CCC(=O)O)cc1OC,7%,11%,5%,2%,-12%,11%,7%,10%,-5%,-12%
CCOC(=O)CN1C(=O)C(=O)c2cccc(C)c21,1%,3%,-4%,3%,-1%,-25%,6%,14%,5%,-6%
O=C(COC(=O)CNC(=O)c1ccc(Br)cc1)NCCC1=CCCCC1,-1%,-2%,-5%,-5%,0%,-7%,12%,0%,0%,-10%
CN1CCN(c2ccc(CNS(=O)(=O)c3ccsc3)cc2)CC1,1%,0%,4%,4%,-1%,4%,-44%,7%,x,-7%
O=C(CCN1C(=O)/C(=C/c2ccc(F)cc2)SC1=S)NCCc1ccc(O)cc1,-9%,-2%,3%,-9%,0%,-31%,-8%,23%,3%,1%

# A section from further up, as a working copy:
SMILES,Rab9 prom act,ELG1 genotoxic,RORg inh,Gal4-VP16 FLuc,NPC1 prom act,BRCA1 expr up,uPA generation,p53 reactivator,MBNL1-CUG inh,FLuc counter
O=C(O)c1ccccc1S(=O)CCO (stereo unspecified),1%,-4%,-4%,-2%,-2%,-31%,-2%,-1%,-3%,0%
O=C(c1cc(S(=O)(=O)N2CCCCC2)ccc1F)N1CCCCC1,2%,1%,30%,1%,-1%,6%,x,-14%,-11%,-1%
NCCCC[C@H]1CNC(=S)N1CCc1cccc(F)c1,9%,0%,-26%,-1%,0%,-9%,-6%,-4%,-6%,3%
Nc1nc2c(s1)CCc1c-2cnn1-c1ccccc1,u,-11%,34%,-16%,0.79µM*,u,18%,-37%[inhibitor],u,6.7µM*
CCOC(=O)C(C)(C)NS(=O)(=O)c1ccc(Cl)c([N+](=O)[O-])c1,-7%,0%,-25%,-10%,-1%,-22%,4%,-34%[inhibitor],u,0%
CC1NC(=O)NC1CCCCC(=O)O (stereo unspecified),12%,10%,-14%,-2%,0%,1%,2%,3%,-13%,2%
COc1ccc(NS(=O)(=O)c2ccc3c(c2)CCN3C(=O)CCC(=O)O)cc1OC,7%,11%,5%,2%,-12%,11%,7%,10%,-5%,-12%

# Reprinted at random: 2 compounds from above.
SMILES,Rab9 prom act,ELG1 genotoxic,RORg inh,Gal4-VP16 FLuc,NPC1 prom act,BRCA1 expr up,uPA generation,p53 reactivator,MBNL1-CUG inh,FLuc counter
CC1NC(=O)NC1CCCCC(=O)O (stereo unspecified),12%,10%,-14%,-2%,0%,1%,2%,3%,-13%,2%
O=C(c1cc(S(=O)(=O)N2CCCCC2)ccc1F)N1CCCCC1,2%,1%,30%,1%,-1%,6%,x,-14%,-11%,-1%
